CHT allo act: allosteric activators of human choline transporter CHT. Q9GZV3. CHT-expressing cells, membrane potential dye, choline EC20; stronger effect = higher value; LV-AA mutant CHT in HEK293 cells. B-score at 10 µM. 310,000 tested, 0.49% active. AID 488977;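 active = initial fluorescence not abnormally high and integrated response B-score, plate-corrected, over 3 SD above library mean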
Target sequence (Q9GZV3 whole entry, looked up): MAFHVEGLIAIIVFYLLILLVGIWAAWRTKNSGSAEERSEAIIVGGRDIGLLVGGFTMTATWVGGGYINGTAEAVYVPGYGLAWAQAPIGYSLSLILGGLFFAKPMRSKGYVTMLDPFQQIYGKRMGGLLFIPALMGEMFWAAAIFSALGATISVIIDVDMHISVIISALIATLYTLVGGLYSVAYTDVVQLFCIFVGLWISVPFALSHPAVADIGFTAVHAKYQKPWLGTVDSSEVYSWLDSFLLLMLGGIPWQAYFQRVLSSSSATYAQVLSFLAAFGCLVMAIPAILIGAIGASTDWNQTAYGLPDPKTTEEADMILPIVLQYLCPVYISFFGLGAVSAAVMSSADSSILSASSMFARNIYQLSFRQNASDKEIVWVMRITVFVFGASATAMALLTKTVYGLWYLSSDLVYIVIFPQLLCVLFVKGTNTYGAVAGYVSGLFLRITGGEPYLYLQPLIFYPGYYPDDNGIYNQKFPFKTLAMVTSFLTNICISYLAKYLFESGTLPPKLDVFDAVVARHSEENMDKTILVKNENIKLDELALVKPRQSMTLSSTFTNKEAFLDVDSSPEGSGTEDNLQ
OX1R antagonist: antagonists of human orexin 1 receptor. 330,000 tested, 0.43% active. CHO/OX1R cells, Fluo-8 calcium fluorescence, orexin A. AID 434989. O43613. inhibition, % at 5 µM;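 active = inhibition above its plate's threshold, mean inhibition of all tested compounds on the plate plus 3 SD, cut at about 37% in these data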;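 also: 0% = orexin A challenge wells and 100% = SB-334867-A antagonist wells; not every result past the cut was called active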
Target sequence (O43613 whole entry, looked up): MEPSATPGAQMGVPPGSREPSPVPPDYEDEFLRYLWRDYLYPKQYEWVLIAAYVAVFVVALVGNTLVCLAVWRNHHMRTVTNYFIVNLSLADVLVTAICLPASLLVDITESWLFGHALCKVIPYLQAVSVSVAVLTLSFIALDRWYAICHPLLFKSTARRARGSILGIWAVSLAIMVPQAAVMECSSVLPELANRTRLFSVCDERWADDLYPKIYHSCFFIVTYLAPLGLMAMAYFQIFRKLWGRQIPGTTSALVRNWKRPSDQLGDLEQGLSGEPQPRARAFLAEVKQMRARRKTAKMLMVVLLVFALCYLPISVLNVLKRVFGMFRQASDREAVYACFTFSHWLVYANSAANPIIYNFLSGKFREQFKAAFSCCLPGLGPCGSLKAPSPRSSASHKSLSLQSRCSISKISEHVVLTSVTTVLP
Starred values were filed as active, the others as inactive; i = inactive; x = not tested or not shown.

A first look, 3 compounds:
SMILES | CHT allo act | OX1R antagonist
Cc1ccc2cc(C#N)c(NCCNC(=S)NCCCN(C)C)nc2c1C | i | -18
COc1ccc(C(=O)N2CCN(Cc3cc(OC)c(O)c(OC)c3)CC2)cc1OC | i | -4
COc1ccc(NC(=O)C(c2cc3c(cc2[N+](=O)[O-])OCO3)N(C)c2ccccc2)cc1 (stereo not given) | i | -7

Results, from the first entry:
SMILES | CHT allo act | OX1R antagonist
Cc1ccc2cc(C#N)c(NCCNC(=S)NCCCN(C)C)nc2c1C | i | -18
COc1ccc(C(=O)N2CCN(Cc3cc(OC)c(O)c(OC)c3)CC2)cc1OC | i | -4
COc1ccc(NC(=O)C(c2cc3c(cc2[N+](=O)[O-])OCO3)N(C)c2ccccc2)cc1 (stereo not given) | i | -7
N/C(=N\OC(=O)CCCOc1ccccc1)c1ccccn1 | i | -4
CCC(=O)N1CCc2cc(S(=O)(=O)N3CCN(C(=O)c4ccco4)CC3)ccc21 | i | -40
O=C1CCc2cc(S(=O)(=O)NCCCC(=O)N3CCN(Cc4ccc5c(c4)OCO5)CC3)ccc2N1 | i | -23
COc1cccc(NC(=O)N2CCN(c3nc(-c4cccc(OC)c4)cs3)CC2)c1 | i | -21
COC(=O)c1cc(OC)c(OCc2cc(C(=O)OC)oc2C)c(OC)c1 | i | -23
O=C(N/N=C/c1cccc(OC(=O)c2cccc(Br)c2)c1)c1cccnc1 | i | x
COc1ccc(CN(CC(=O)NCC2CCCO2)C(=O)CCC(=O)Nc2cc(C)on2)cc1 (stereo not given) | i | -10
CNC(=O)CSc1nnc(-c2ccco2)n1-c1cc(C)ccc1C | i | -4
CCCCc1nc2cc(C(=O)NC3CCOC(C)(C)C3)ccc2o1 (stereo not given) | i | -17
CC1(C)CC(=O)C=C(NCc2cccc(C(F)(F)F)c2)C1 | i | 2
Cc1cnc(NC(=O)CSC(=S)N2CCOCC2)s1 | i | -20
NS(=O)(=O)c1cc(C(=O)N=Nc2c(O)[nH]c3ccccc23)ccc1Cl | i | -3

Two records drawn at random from those above:
SMILES | CHT allo act | OX1R antagonist
O=C(N/N=C/c1cccc(OC(=O)c2cccc(Br)c2)c1)c1cccnc1 | i | x
CCCCc1nc2cc(C(=O)NC3CCOC(C)(C)C3)ccc2o1 (stereo not given) | i | -17

Next section:
SMILES | CHT allo act | OX1R antagonist
COc1cc(C(=O)Nc2c(C(=O)O)[nH]c3ccc(Br)cc23)cc(OC)c1OC | i | -21
O=[N+]([O-])c1ccc2c(c1)ncn2-c1ccccc1 | i | -11
Cc1cc(-c2ccc(C)c(S(=O)(=O)NC(C)Cc3ccco3)c2)on1 (stereo not given) | i | 59*
COc1ccc(C(=O)[C@H]2[C@H]3C(=O)N(c4ccc(OC(C)=O)cc4)C(=O)[C@H]3C3C=CC=NN32)cc1 (stereo not given in full) | i | -26
O=C(Nc1ccccc1C(F)(F)F)N1CCN(c2ccc3nnc(-c4ccc(F)cc4)n3n2)CC1 | i | -2
O=S(=O)(NC1CCCCC1Oc1ccccc1)c1ccc(Cl)cc1 (stereo not given) | i | -16
CCOC(=O)c1c(NC(=O)CN2C(=O)c3ccccc3C2=O)sc(Cc2ccc3c(c2)OCO3)c1C | i | -18
CN(C(=O)c1ccc(NC(=O)Cc2cccc(NC(=O)C3CCN(C(=O)C4CC4)CC3)c2)cc1)C1CCCC1 | x | -6
Cc1ccc(C(=O)NNC(=O)c2ccc(SCC3CCCO3)c([N+](=O)[O-])c2)cc1 (stereo not given) | i | -29
CC1CCCN(C(=O)c2ccc3nc[nH]c3c2)C1 (stereo not given) | i | -10
O=c1[nH]ncc2c3ccccc3n(Cc3ccc(F)cc3)c12 | i | -9
Fc1c(F)c(C(F)(F)F)c(F)c(F)c1N/N=C\c1cccs1 | i | 22
CC(=O)Nc1ccc2c(c1)nc(CCN1CCN(C)CC1)n2C | i | -1
NS(=O)(=O)c1ccc(N=Cc2c(O)n(-c3nccs3)c(=O)c3ccccc23)cc1 | i | -2
CCN1CCN(c2ccc([N+](=O)[O-])c(Sc3nc4ccccc4[nH]3)c2)CC1 | i | -28
C=CCn1c(=S)[nH]c2cc(C(=O)N3CCN(c4ccccc4OC)CC3)ccc2c1=O | x | -26
Cn1c(=O)n(C)c2cc([N+](=O)[O-])c(N3CCN(C(=O)c4cccc(Cl)c4)CC3)cc21 | i | -6
NC(=O)c1ccc(NC(=O)COc2coc(CN3CCc4ccccc4C3)cc2=O)cc1 | i | -3
COc1ccc(CS(=O)(=O)/C(Cl)=C(/Cl)C(=O)Nc2ccc(OC)nc2)cc1 | i | -20
CCOc1ccc(Nc2oc(-c3ccco3)nc2C#N)cc1 | i | -9
CCOC(=O)c1ccc(S(=O)(=O)NNC(=O)COc2ccc(C)cc2)cc1 | i | -23
CCCc1nnc(SCC(=O)N2CCCCC2)n1CC1CCCO1 (stereo not given) | i | -13
C=C(C)CNC(=S)Nc1ccc(S(=O)(=O)Nc2cnc3ccccc3n2)cc1 | i | -9
CC(C)N(Cc1nc(-c2ccccc2)no1)C(=O)COc1ccccc1 | i | -28
O=S(=O)(Nc1nc2ccccc2nc1OCC(F)(F)F)c1cccs1 | i | -5
O=c1c(NCCc2ccc(Cl)cc2)c(-c2ccccc2)c1=O | i | -9
Cc1nccc(-c2ccc3c(c2)OCO3)n1 | i | -13
Cn1nc(-c2ccc(OCC(N)=O)cc2)c2ccccc2c1=O | i | -16
Cc1nc2c(o1)CCc1ccccc1C2O (stereo not given) | i | -21
O=C(CSCc1ccccc1Br)Nc1ccccc1 | i | -10
O=C(NCCC(=O)N1CCN(C(=O)c2ccco2)CC1)c1ccc(Br)cc1 | i | -13
COc1ccc(CN2C(=O)C(C)Nc3ncnc(N4CCN(c5ccccn5)CC4)c32)cc1 (stereo not given) | x | -22
CC1=C(C(=O)Nc2ccccc2)C(c2ccc(C)cc2)N=C(Nc2nc3ccccc3o2)N1 (stereo not given) | i | -17
CCSc1nnc(NC(=O)[C@H](C)NC(=O)c2ccccc2Cl)s1 | i | -31
COc1ccc(C)cc1NC(=O)CN(c1ccccc1)S(C)(=O)=O | i | -16
O=C(C1=C(O)C(=O)N(Cc2ccccc2)C1c1ccncc1)c1ccco1 (stereo not given) | i | 12
Cc1nnc(SCC(=O)c2ccccc2)n1Cc1ccccc1 | i | -28
Cc1cc(N2CCOCC2)ccc1/C=C1\NC(=O)N(CC(=O)Nc2ccc(F)cc2)C1=O | i | -7
Cc1ccc(C(C)C)c(OCCn2c(=O)oc3ccccc32)c1 | i | -1
COc1ccc(NC(=O)c2ccc(OC)c(S(=O)(=O)N3CCCCC3C)c2)cn1 (stereo not given) | x | -27
Cc1ccc2c(NC(=O)c3ccco3)cccc2n1 | i | -6
COc1ccccc1CNC(=O)CCCNC(=O)c1ccc(Cl)cc1 | i | -23
CCOc1ccc(NC(=O)C(=O)NCc2ccncc2)cc1 | i | -6
COC(=O)CC[C@@H](C(=O)O)N1C(=O)c2ccccc2C1=O | i | -11
CCC1Sc2ccccc2N(CC(=O)NCCC(C)C)C1=O (stereo not given) | i | -40

Compounds from the list above that contain a COOH group (two):
SMILES | CHT allo act | OX1R antagonist
COc1cc(C(=O)Nc2c(C(=O)O)[nH]c3ccc(Br)cc23)cc(OC)c1OC | i | -21
COC(=O)CC[C@@H](C(=O)O)N1C(=O)c2ccccc2C1=O | i | -11

(more compounds)
SMILES | CHT allo act | OX1R antagonist
C/C(=N\NC(=O)CSCc1ccc([N+](=O)[O-])cc1)c1cccc(Br)c1 | i | -17
CC(=O)N1c2ccc(S(=O)(=O)NCC3CCC(C(=O)NC4CCCCC4C)CC3)cc2CC1C (stereo not given) | i | -27
CCc1ccc(NC(=S)N(CCCN2CCOCC2)Cc2ccccn2)cc1 | i | -27
O=C1CNC(=O)/C1=C\N1CCCCC1 | i | 1
CC(=O)c1ccc(N(CC(=O)NC2CCCCC2)C(=O)CNC(=O)c2cccs2)cc1 | i | -21
COc1ccc(-c2csc(Nc3cccnc3)n2)cc1OC | i | -37
COc1cccc(NC(=O)CNC(=O)c2ccc(F)cc2)c1 | i | 0
COc1ccc(Cn2cccc(NC(=O)Nc3cccc(C#N)c3)c2=O)cc1 | i | -26
O=C(COC(=O)COc1ccccc1)NCc1ccco1 | i | 0
S=c1[nH]nc(-c2cccc(Br)c2)o1 | i | -13
Nc1ccc(CSc2ccc(Cl)cc2)cc1 | i | -19
COc1ccc(NC(=O)OCC(C)C)cc1OC | i | -16
Cc1cc(C(=O)N2CCCC(C(=O)c3cc(F)ccc3F)C2)c(C)o1 (stereo not given) | i | -35
NS(=O)(=O)c1ccc(-c2ccc(C=O)o2)cc1 | i | -9
CCc1ccc(NC(=S)N(CCN2CCOCC2)Cc2ccccc2F)cc1 | i | -37
CC1(NC(=O)NCCCCCCNC(=O)NC2(C)CCS(=O)(=O)C2)CCS(=O)(=O)C1 (stereo not given) | i | -20
CCn1c(SCC(=O)Nc2ccc(OC)c(OC)c2)nnc1-c1c[nH]c2ccccc12 | i | -19
O=C(CCNC(=O)c1ccc([N+](=O)[O-])cc1)NC1CCCCCC1 | x | -4
CCn1c(/C=C/c2ccccc2[N+](=O)[O-])nc2ccccc2c1=O | i | -8
O=C(CN1CCN(S(=O)(=O)N2CCOCC2)CC1)Nc1cc(Cl)ccc1Cl | i | -10
CCOC(=O)c1c(NC(=O)Cn2nc(C(=O)O)c3ccccc3c2=O)sc2c1CCC(C)C2 (stereo not given) | i | -14
CC(=O)Nc1ccc(-c2csc(Nc3ccccn3)n2)cc1 | i | -3
CN1CCN(C(=S)Nc2cccc(Cl)c2)CC1 | i | -13
CN(Cc1cccs1)C(=O)C1CC(=O)N(Cc2ccccc2)C1 (stereo not given) | i | -20
COc1ccc(NC(=O)CCS(=O)(=O)c2ccccc2)c(OC)c1 | i | -9
Cc1cccc(C)c1NC(=O)N1CCC(N2CCCCC2)CC1 | i | -4
Cc1ccc2oc(-c3cccc(NC(=O)Cn4cnc5c(=O)n(C)c(=O)n(C)c54)c3)nc2c1 | i | -36
Cc1nnc2ccc(-c3cccc(NS(=O)(=O)c4ccccc4[N+](=O)[O-])c3)nn12 | i | -10
Cn1cc(C(N)=O)c2ccccc21 | i | 8
CCOC(=O)c1nnn(CC(=O)Nc2cccc(Cl)c2C)c1C(=O)OCC | i | -18

Nothing new here: an excerpt of the list.
SMILES | CHT allo act | OX1R antagonist
CC1(NC(=O)NCCCCCCNC(=O)NC2(C)CCS(=O)(=O)C2)CCS(=O)(=O)C1 (stereo not given) | i | -20
CCn1c(SCC(=O)Nc2ccc(OC)c(OC)c2)nnc1-c1c[nH]c2ccccc12 | i | -19

Next results follow:
SMILES | CHT allo act | OX1R antagonist
Cc1cccc(C(=O)Nc2ccc(C(=O)c3ccccc3)cc2)c1 | i | 2
CC(=O)NN1C(=O)/C(=C\c2ccc(C)cc2)SC1=S | i | -16
CC(=O)c1cccc(NC(=O)c2ccc3c(c2)CCN3S(=O)(=O)c2ccccc2)c1 | i | -4
Cc1ccc(N2CC(C(=O)Nc3ccccc3OC(F)F)CC2=O)cc1 (stereo not given) | x | -7
COc1cccc(C2C(C(=O)OC(C)C)=C(C)Nc3ncnn32)c1 (stereo not given) | i | -16
COc1ccc(NC(=O)C2CCC(CNC(=O)[C@@H]3Cc4ccccc4CN3)CC2)cc1 (stereo not given in full) | i | -30
Cc1nonc1CN(C)C(=O)CC1C(=O)NCCN1Cc1ccc(F)c(F)c1 (stereo not given) | i | -19
CCOC(=O)N1CCN(C(=O)CN(C2CCCCC2)S(=O)(=O)c2ccc(C)cc2)CC1 | i | -23
c1ccc(-c2nc(C3CCCCC3)no2)cc1 | i | 2
CCOC(=O)C(C)Oc1cccc2c(=O)n(CC(=O)Nc3ccc(OCC)cc3)ccc12 (stereo not given) | i | -29
N#Cc1ccc(C(=O)OCC(=O)Nc2ccc(N3CCOCC3)cc2)cc1 | i | -14
O=C(CCn1c(=O)[nH]c2ccccc2c1=O)NCCCN1CCN(c2cccc(Cl)c2)CC1 | i | -34
CC(C)(C)c1nnc(SCC(=O)Nc2ccc(N3CCCCC3)cc2)n1N | x | -11
CCOC(=O)C1CCCN(C(=O)c2cc3c(-c4cccc(OC)c4)nn(C)c3s2)C1 (stereo not given) | i | -20
Cc1cccc(NC(=O)c2ccccc2SCc2ccc(F)cc2)n1 | x | 3
C/C(=N\NC(=S)Nc1cccc(C)c1)c1cc2ccccc2o1 | i | -20
COc1ccc(/C=N/n2c(-c3cccs3)n[nH]c2=S)cc1 | i | -23
CCC(C(=O)OCC(=O)NC(=O)c1ccccc1OC)c1ccccc1 (stereo not given) | i | -10
Cc1cc(N2CCN(C)CC2)nc(-c2ccccc2O)n1 | i | -14
CCC(=O)c1ccc(OCC(=O)NCc2ccccc2CN2CCCC2)cc1 | x | -16
CCCn1c(N)c(C(=O)CSc2nc3ccccc3c(=O)n2-c2ccc(OC)cc2)c(=O)[nH]c1=O | i | -11
CCn1ncc(C2=NOC(C(=O)Nc3cccnc3)C2)c1C (stereo not given) | i | -6
O=C1/C(=C/c2cccs2)SC(=S)N1CCCC(=O)N(CCO)c1ccccc1 | i | 5
O=C(CCl)c1cc2c3c(c1)CC(=O)N3CCC2 | i | -3
O=C(c1cc2ccccc2o1)N1CCC(N2CCC(C(=O)N3CCCC3)CC2)CC1 | i | -27
COc1ccc(N2CCN(C(CNC(=O)OCc3ccccc3)c3ccco3)CC2)cc1 (stereo not given) | i | -20
NS(=O)(=O)c1ccc(-c2cccc(/C=C3\SC(=O)NC3=O)c2)cc1 | i | 9
COc1cccc(CCc2nc3ccccc3c(=O)n2N)c1 | i | -11
COc1cc(C)c(C(C)C)cc1S(=O)(=O)N1CCOCC1 | i | -24
CN1CCN(C(=O)CSc2nc3ccc(NC(=O)c4ccccc4F)cc3s2)CC1 | i | -26

Assay outcomes deposited in PubChem by several laboratories.
